High-throughput results as filed in PubChem.
Tb MetRS inh – Trypanosoma brucei MetRS inhibition | purified T. brucei MetRS, ATP depletion, Kinase-Glo luminescence | inhibition, % at 11.9 µM | hit rate 0.4% among 360,000 | AID 624268;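 active = inhibition above a per-plate cutoff of the control wells' mean inhibition plus 3 SD, cut at about 5.5% in these data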;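 also: 0% = DMSO wells median and 100% = median of wells with control inhibitor compound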
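System: purified T. brucei MetRS enzyme / Detection: Kinase-Glo luciferase luminescence reporting remaining unconsumed ATP / Medium: HEPES buffer with MgCl2, KCl, DTT, spermine, BSA, pyrophosphatase / Replication: singlicate, one well per compound / Evaluation: percent inhibition relative to median high and low control wells / Schedule: 2 h aminoacylation at 25 °C after 15 min preincubation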
MT1-MMP act inh – inhibitors of human MT1-MMP activation; P50281; HT1080 RFP-PRO-GFP cells, GFP/RFP ratio fluorescence, overnight; percent of plate control window, DMSO zero; GFP/RFP ratio change, % at 20 µM; hit rate 0.061% among 360,000;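 active = GFP/RFP ratio change of at least 30% with cell ATP level not reduced by more than half and red fluorescence within 50% of control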; also: strong numbers were not always called active
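Compound: 20 µM single dose, 1% DMSO / System: HT1080 RFP-PRO-GFP cells / Controls: DMSO and RFP-L50D-GFP cell wells / Read-out basis: GFP/RFP fluorescence ratio / Schedule: overnight compound exposure at 37 °C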
bovine MsrA act – activators of bovine methionine sulfoxide reductase A; purified bovine MsrA, absorbance read-out; activation, % at 10.6 µM; hit rate 0.3% among 360,000; AID 602163; in the data active = activation above about 7.5%;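 also: 0% = vehicle and 100% = reference activator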
SKN-1 block – blocks SKN-1 activity in C. elegans | C. elegans VP596 Pgst-4::GFP/RFP ratio, acrylamide-induced, 24 h | hit rate 0.49% among 360,000 | inhibition, % at 21.8 µM;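 active = interference check ratio from 0.5 to 1.5 plus GFP to RFP signal ratio inhibition reaching or exceeding a fixed threshold, cut at about 30% in these data, passing the limit was not always enough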; also: some compounds called inactive have numbers as strong as hits
PABP1 MLLE inh – inhibitors of microRNA-mediated deadenylation, human PABP1 MLLE binding. P11940. GST-MLLE / FITC-PAM2 fluorescence polarization. inhibition, % at 20 µM. hit rate 0.36% among 360,000. AID 588489; in the data active = inhibition above about 35%, passing the limit was not always enough;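 also: plate controls were DMSO wells with GST-MLLE for no effect and wells lacking GST-MLLE protein for full effect; some results filed as inactive read as strong as hits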
FAS TE block – blocks the thioesterase domain of human fatty acid synthase; P49327; recombinant FAS-TE, OMFH fluorogenic substrate, fluorescence endpoint; inhibition, % at 15 µM; hit rate 0.67% among 360,000; AID 602261;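 active = compounds whose normalised, plate-corrected inhibition of enzyme fluorescence in the single-dose primary screen is 50% or more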;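 also: 0% = DMSO with enzyme and 100% = substrate without enzyme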
E coli Lon inh – inhibits E. coli Lon protease; hit rate 0.42% among 360,000; AID 602123; purified E. coli Lon protease, fluorescence polarization; P0A9M0; inhibition, % at 7.94 µM; in the data active = inhibition above about 13%, passing the limit was not always enough;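 also: 0% = enzyme with probe and DMSO and 100% = no enzyme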
Target sequence (P0A9M0 whole entry, looked up): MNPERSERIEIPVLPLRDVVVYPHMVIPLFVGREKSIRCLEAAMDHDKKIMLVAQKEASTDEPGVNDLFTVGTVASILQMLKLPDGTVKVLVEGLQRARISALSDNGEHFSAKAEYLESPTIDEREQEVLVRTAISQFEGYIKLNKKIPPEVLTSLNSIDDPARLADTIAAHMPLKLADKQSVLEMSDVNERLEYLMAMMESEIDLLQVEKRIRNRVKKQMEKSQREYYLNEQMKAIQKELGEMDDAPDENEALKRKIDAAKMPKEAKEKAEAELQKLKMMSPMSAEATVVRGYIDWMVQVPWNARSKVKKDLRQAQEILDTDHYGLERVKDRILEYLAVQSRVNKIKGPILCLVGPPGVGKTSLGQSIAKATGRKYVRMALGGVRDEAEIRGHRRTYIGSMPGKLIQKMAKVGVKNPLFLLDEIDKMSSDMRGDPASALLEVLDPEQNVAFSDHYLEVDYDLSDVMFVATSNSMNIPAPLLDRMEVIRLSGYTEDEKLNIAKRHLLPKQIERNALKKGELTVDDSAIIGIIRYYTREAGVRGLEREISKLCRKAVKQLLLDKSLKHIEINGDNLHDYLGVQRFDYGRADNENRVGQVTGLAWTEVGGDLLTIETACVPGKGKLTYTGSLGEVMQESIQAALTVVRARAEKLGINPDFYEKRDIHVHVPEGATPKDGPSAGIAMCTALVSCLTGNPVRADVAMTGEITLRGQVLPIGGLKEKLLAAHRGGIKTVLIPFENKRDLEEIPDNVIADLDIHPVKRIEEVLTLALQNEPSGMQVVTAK
NRP1-CendR mod – alters CendR peptide binding to human NRP-1. O14786. FAM-RPARPAR peptide binding to NRP-1, fluorescence polarization. inhibition, % at 25 µM. hit rate 0.85% among 360,000;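 active = inhibition or corrected inhibition above about 18%, plus a signal ratio from 0.5 to 1.5, limit read from the data, passing the limit was not always enough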; also: strong numbers were not always called active
MsrA inhibitor – inhibitors of bovine MsrA; purified bovine MsrA, absorbance read-out; inhibition, % at 15.5 µM; hit rate 0.75% among 360,000; AID 651718; in the data active = inhibition above about 4.5%;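 also: 0% = vehicle wells with enzyme and 100% = reference inhibitor wells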
* marks the source's active call; other numbers are inactive results; . = no result given.

SMILES	Tb MetRS inh	MT1-MMP act inh	bovine MsrA act	SKN-1 block	PABP1 MLLE inh	FAS TE block	E coli Lon inh	NRP1-CendR mod	MsrA inhibitor
O=C(Nc1ccccc1Cl)Nn1cnnc1	-0.3	0	-7	-15	-6	-6	-8	10	0.0
COc1cccc(N/C(SCc2ccccc2Cl)=C(/C#N)C(=O)NCc2cccs2)c1	-1.1	-8	-13	-2	-82	30	11	-3	0.7
O=C(NCC1(c2ccccc2)CCCC1)c1ccccc1Br	-1.0	-1	-9	-10	8	4	1	-4	1.6
CC(=O)Nc1ccc(C(=O)OCCC(C)C)cc1	-0.5	-1	-2	12	-10	4	-2	3	-0.1
COC(=O)c1ccc(COc2ccc(-c3nnn(CC(=O)NC(C)(C)C)n3)cc2)cc1	0.7	-1	0	0	-1	-5	-1	0	1.3
CCN1CCN(S(=O)(=O)c2cccs2)CC1	-0.7	2	-2	3	8	-8	-1	5	0.4
OCC#CCSc1nnc(-c2ccccc2Br)o1	-0.7	7	-4	4	-128	-8	0	7	-0.3
O=C(CN1C2=NCCN2c2ccccc21)c1cccs1	-0.5	2	-2	-8	1	-7	-3	-6	-0.5
c1ccc(-c2nn(-c3ccccc3)[n+](-c3ccccc3)n2)cc1	-0.2	-13	1	-2	-5	-8	-10	7	-0.5
COC(=O)c1cccc(Cn2c(Cl)c(/C=N/NC(=O)c3ccco3)sc2=O)c1	-0.3	-20	-8	-18	-132	4	0	-12	4.0
Cc1ccc(C(=O)CSc2nnc3c4ccccc4nc(C(C)(C)C)n23)cc1	-0.5	-3	-4	-7	-125	38	-2	3	-0.1
Cc1[nH]c(=S)c(C#N)c(C)c1Cc1ccccc1	0.1	2	1	19	24	1	0	9	-0.5
CSc1cccc(NC(=O)C2CCCN(c3ncnc4c3nc3n4CCCCC3)C2)c1 (stereo unspecified)	-0.5	-2	-3	0	5	20	-8	6	1.5
CCCN1CCN(CCCNC(=O)CN2C(=O)COc3ccc(C(C)(C)C)cc32)CC1	-0.1	0	0	-1	-19	-5	-14	2	-1.4
Cc1ccc(S(=O)(=O)N(C)CC(=O)N2CCCCCCC2)cc1	-0.4	3	-2	14	-3	-9	2	-13	-0.1
COc1ccccc1NC(=O)Cn1cnc2c(cnn2-c2ccc(C)c(C)c2)c1=O	-0.1	7	1	-4	-2	13	-3	0	0.8
Cc1cccc(C)c1NC(=O)N1CC=C(n2c(=O)[nH]c3ccccc32)CC1	-0.1	1	1	-5	2	-4	-8	-1	-0.9
COC(=O)CCCC(=O)NC1CCCN(C2Cc3ccccc3C2)C1 (stereo unspecified)	0.1	-5	-1	7	0	-4	4	2	-1.0
CNc1nc2[nH]c(=O)c3c(c2s1)OC(N)=C(C#N)C3c1cccc(F)c1 (stereo unspecified)	-0.1	-5	-7	0	-10	-10	-33	-36	2.0
O=C(NCc1ccc(C(F)(F)F)cc1)C1CC(c2ccccc2C(F)(F)F)=NO1 (stereo unspecified)	-0.1	3	-1	5	5	26	6	4	0.0
COc1ccc(-n2c(O)c(/C=N/Nc3nc(C)cc(C)n3)c3ccccc3c2=O)cc1OC	-0.3	0	-9	-7	-13	3	4	12	1.1
CC(C)(C)S(=O)(=O)N1Cc2cc(CO)cc(CCO)c2[C@H]1CCO	0.1	2	0	7	7	-11	4	-1	-0.7
CC1CCN(C(=O)CSc2nnc3c(n2)[nH]c2ccc(F)cc23)CC1	1.4	-1	-3	14	21	-8	-9	3	-1.3
CC(C)n1nnnc1C1c2ccccc2C(=O)N1Cc1cccc(F)c1 (stereo unspecified)	-0.1	-1	-1	7	.	-8	-8	8	-1.1
CC(C)(C)c1ccc(OCCCC(=O)Nc2cccc(S(=O)(=O)N3CCOCC3)c2)cc1	-0.2	1	-4	-3	-3	23	11	-7	1.4
O=C(NC(Cc1ccccc1)c1ccc2c(c1)OCCCO2)c1ccccc1 (stereo unspecified)	-0.6	2	-7	-11	1	14	-10	9	0.2
Cn1c(CN2CCOCC2)nnc1SCC(=O)Nc1ccc([N+](=O)[O-])cc1O	0.1	4	-10	-18	0	-6	-8	7	-0.6
COCCNC(=O)c1ccc(CS(=O)(=O)c2ccccc2C)o1	-1.8	0	-8	2	2	-8	-9	10	-0.4
O=C1C(Cl)=C(NCC2CCCO2)C(=O)N1c1cccc(Cl)c1Cl (stereo unspecified)	-0.6	-1	-3	19	15	-4	-3	-4	-0.4
O=C(CNS(=O)(=O)c1ccc(Br)cc1)NCc1ccncc1	0.3	-3	-4	4	6	-2	-2	15	0.8

An excerpt from above in order of heavy-atom count, ascending.
SMILES	Tb MetRS inh	MT1-MMP act inh	bovine MsrA act	SKN-1 block	PABP1 MLLE inh	FAS TE block	E coli Lon inh	NRP1-CendR mod	MsrA inhibitor
O=C1C(Cl)=C(NCC2CCCO2)C(=O)N1c1cccc(Cl)c1Cl (stereo unspecified)	-0.6	-1	-3	19	15	-4	-3	-4	-0.4
O=C(NCc1ccc(C(F)(F)F)cc1)C1CC(c2ccccc2C(F)(F)F)=NO1 (stereo unspecified)	-0.1	3	-1	5	5	26	6	4	0.0
COc1ccccc1NC(=O)Cn1cnc2c(cnn2-c2ccc(C)c(C)c2)c1=O	-0.1	7	1	-4	-2	13	-3	0	0.8

Two compounds drawn at random from the list so far, as already listed:
SMILES	Tb MetRS inh	MT1-MMP act inh	bovine MsrA act	SKN-1 block	PABP1 MLLE inh	FAS TE block	E coli Lon inh	NRP1-CendR mod	MsrA inhibitor
CC(=O)Nc1ccc(C(=O)OCCC(C)C)cc1	-0.5	-1	-2	12	-10	4	-2	3	-0.1
COC(=O)CCCC(=O)NC1CCCN(C2Cc3ccccc3C2)C1 (stereo unspecified)	0.1	-5	-1	7	0	-4	4	2	-1.0

Following part
SMILES	Tb MetRS inh	MT1-MMP act inh	bovine MsrA act	SKN-1 block	PABP1 MLLE inh	FAS TE block	E coli Lon inh	NRP1-CendR mod	MsrA inhibitor
CCN(CC)CCN1CCN(c2cncc(-c3cccc(N)c3)n2)CC1	-0.2	5	-1	-3	-10	-10	5	2	1.2
COc1ccc(-c2nc3c(-c4ccc(F)cc4)cnn3cc2C)cc1F	-0.5	5	0	1	-5	24	-2	1	0.9
O=C(CSc1nnnn1-c1ccc(Cl)cc1)NC1CCS(=O)(=O)C1 (stereo unspecified)	-0.4	1	-2	17	-4	-7	-4	-3	-0.6
O=C(Cc1cccc2ccccc12)N/N=C/c1ccc2cccc(O)c2n1	0.0	2	-2	-6	-5	14	3	-1	2.1
CCOC(=O)N1CCN(S(=O)(=O)/C=C/c2ccccc2)CC1	-0.5	6	-6	-12	-3	-4	-5	0	-0.2
Cc1ccc(NC(=O)c2ccc(CNc3c(N4CCC(C)CC4)c(=O)c3=O)cc2)cc1	0.0	-2	-7	-12	6	-4	3	3	0.2
COc1ccc(-c2nc(SCC(=O)Nc3c(F)cccc3F)n[nH]2)cc1	-0.4	-3	-6	6	-48	-10	2	9	1.4
Cc1cc2ccccn2c1C(=O)c1nc(N2CCOCC2)ncc1Cl	-0.8	1	-6	2	-10	7	-3	-6	0.1
COC(=O)c1ccc(C(=O)OC)c(NC(=O)COC(=O)c2ccc(OC)c(OC)c2OC)c1	-1.5	1	-10	-5	0	12	2	2	-1.5
CCNc1nc2nonc2nc1NCC	-0.1	0	-6	11	-6	-4	4	7	2.5
Cc1c(CN(C)C)c2c(n1C)C(=O)c1ccc(Br)cc1-2	-0.6	4	-6	-5	7	0	1	7	-0.2
Cc1cc(C(=O)NCc2ccccc2)c(=O)[nH]c1C	0.4	4	-3	-11	-2	-8	1	-4	2.0
O=C(NCc1ccc2c(c1)OCO2)c1cc(-c2ccc(Cl)cc2Cl)on1	0.2	-4	-1	8	-13	2	6	-2	-0.6
Cc1ccc(-n2c(SCC(=O)NCCN3C(=O)CSC3=O)nnc2-c2ccccc2)cc1	-0.4	-4	-10	3	-91	-12	-5	-1	-2.0
CCOC(=O)N1CCN(C(=O)c2oc(=O)c3ccccc3c2-c2ccc(C)cc2)CC1	-0.3	-4	-7	3	0	5	2	2	1.0
c1ccc(-n2c(-c3cccs3)nc3nc4ccccc4nc32)cc1	-0.1	12	-1	-10	-4	-6	11	-8	1.4
COc1ccc(C(=O)CSc2nc(C)cc(C)n2)cc1C	-0.3	2	-4	2	6	2	-2	7	-0.1
CC1CCCCN1C(=O)CCc1nnc(Cc2c[nH]c3ccccc23)o1 (stereo unspecified)	0.1	-1	-4	1	3	-3	-1	0	0.2
CCOC(=O)C1=CN(Cc2cccc(Br)c2)S(=O)(=O)N(C)C1C (stereo unspecified)	-1.5	-1	-7	-2	0	22	1	-6	1.9
Cc1ccc(OCC(=O)N2CCc3ccccc3C2)c(Br)c1	-1.4	-4	-11	-19	-3	11	7	-1	-0.2
CCOc1c2c(nc3ccc(Cl)cc13)CCC2	-0.5	-1	-3	12	-6	8	0	-3	-1.0
COc1ccc(CNC(=O)COC(=O)c2ccco2)cc1	-0.7	-2	-4	-3	3	-3	-2	-1	-0.5
CCOC(=O)[C@]12CCCC=C1N(Cc1ccc(Cl)cc1Cl)C(=O)[C@H](CC(=O)N1CCN(C(=O)C3CC3)CC1)C2	-0.1	3	-3	10	.	1	3	11	-0.5
CC(C)NC(=O)c1onc(CSc2cccc(Cl)c2)c1C(=O)O	-0.1	1	0	2	7	-6	15	-10	0.1
CC(=O)c1ccc(OCC(=O)OC(C)C(=O)NC2CCCCC2)cc1 (stereo unspecified)	-0.6	0	-11	-18	4	-8	-3	0	0.0
CCc1cc2c(cc3c(=O)n(CC(=O)N4CCN(c5ccccn5)CC4)nc(CC)n32)s1	-0.2	3	-1	7	1	9	-6	2	0.0
COC(=O)c1sc2nc(C)cc(C)c2c1N	0.3	8	-1	-6	2	-2	-3	12	2.8
CCCCC1(C(=O)OC)NC(c2ccc(O)cc2)C2C(=O)N(c3ccccc3)C(=O)C21 (stereo unspecified)	-0.4	2	1	18	-5	-6	-3	-10	-0.3
CN(CC(=O)Nc1ccncc1)S(=O)(=O)c1ccc(Cl)cc1	-0.2	4	-3	13	3	-7	4	-3	-1.7
O=C(COc1ccc([N+](=O)[O-])cc1)Nc1ccc(N2CCCC2)cc1	-0.4	1	-4	9	-25	-4	-1	-5	0.1
COc1ccc(NC(=O)CSc2nnc(-c3cnccn3)n2C)cc1OC	0.1	-2	-1	0	-1	-4	16	12	0.0
CN1CCN(C(=O)c2ccc(Cl)c(S(=O)(=O)N3CCCCC3)c2)CC1	-0.6	15	-3	14	-2	-6	-9	-8	1.6
COc1cccc(NC(=O)CSc2nccn(-c3ccc4c(c3)OCCO4)c2=O)c1	-0.3	1	-4	4	23	-6	9	-11	0.8
COc1ccc(OC(=O)Nc2ccc([N+](=O)[O-])cc2OC)cc1	-0.3	0	-2	13	-1	15	2	16	1.8
C=CCNC(=O)CCNS(=O)(=O)c1ccc(Br)cc1	-0.4	2	-5	-9	-9	-11	-2	9	-0.2
CCCCCCCCN1C(=O)[C@H](CC(=O)NCCCC)C[C@@]2(C(=O)OCC)CCCC=C12	-0.8	2	-7	-1	.	16	0	1	0.9
COc1ccc(CC(=O)Nc2ccc(-c3noc(-c4cc(OC)c(OC)c(OC)c4)n3)cc2)cc1	-0.6	1	-3	-17	4	-2	-8	15	-0.8
O=C(CC1Nc2cccc3cccc(c23)NC1=O)Nc1ccc(F)cc1 (stereo unspecified)	2.4	1	-3	-6	12	6	4	0	-0.3
CCOc1ccccc1-n1c(SCC(=O)N(C(C)C)C(C)C)nnc1-c1cccnc1	-0.9	-6	-11	-7	-1	-8	-3	-2	-1.7
